High-throughput results as filed in PubChem.
DAX1 inh-1 = inhibitors of DAX1 repression of SF-1 activated StAR promoter; inhibition, % at 6.8 µM; AID 652010; HEK293T StAR-luciferase reporter, SF-1/DAX-1 repression relief; 370,000 compounds, 1.1% hits;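 active = inhibition above the mean over all tested compounds plus 3 SD, cut at about 3.6% in these data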;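 also: 0% = DAX-1 cells with DMSO and 100% = cells lacking DAX-1 with DMSO; higher inhibition means more luminescence from relief of DAX-1 repression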
PLC-beta3 inh = inhibitors of human phospholipase C beta3; Purified PLC-beta3, fluorogenic substrate, fluorescence; Q01970; 370,000 compounds, 0.18% hits; inhibition, % at 12.2 µM; in the data active = inhibition above about 11%;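 also: 0% = median of compound wells on plate and 100% = full blocker control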
GAA850 FXN act = activators of GAA850 frataxin (FXN) promoter | 360,000 compounds, 0.56% hits | activation, % at 6 µM | HEK293 lucGAA850 FXN promoter luciferase reporter, 24 h; percent of 10 µM SAHA response;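 active = activation above the average of all compounds screened plus 3 SD, cutoff fixed separately per campaign, cut at about 7.5% in these data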;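 also: 0% = DMSO wells and 100% = 10 µM SAHA wells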
sPLA2-III inh = Blocks human group III sPLA2 activity | QFRET BODIPY PC-A2 liposome hydrolysis, fluorescence | inhibition, % at 12.2 µM | 370,000 compounds, 0.56% hits | AID 743126;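 active = inhibition above mean plus 3 SD of compounds lying within the high and low control bounds, cut at about 19% in these data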;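 also: 0% = median of test compound wells and 100% = no enzyme DMSO wells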
hcDAF12 agonist = H. contortus DAF-12 activation, primary screen | HEK293 hcDAF-12 lit1-tk-luc reporter, luminescence; 0% DMSO, 100% Δ7-dafachronic acid | activation, % at 6.8 µM | 370,000 compounds, 1.4% hits | AID 652067;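 active = activation above the mean of all tested compounds plus 3 SD, cut at about 5.5% in these data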;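 also: 100% = response to 3 µM Δ7-dafachronic acid high control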
SMARCA2 act = increases SMARCA2 function in MMTV reporter cells | MG213 cells, MMTV-luciferase reporter, dexamethasone, overnight | activation, % at 9.1 µM | 370,000 compounds, 1% hits | AID 652017; in the data active = activation above about 7.8%;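 also: 0% = vehicle wells and 100% = reference activator wells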
NR1D1 modulator = modulators of human Rev-erb alpha DNA binding | 370,000 compounds, 0.79% hits | P20393 | AID 1259318 | activity, % at 10 µM | Rev-erbα–FITC-DNA binding, fluorescence polarization, 90 min;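 active = activity above about 14%, limit read from the data; passing the limit was not always enough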;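 also: 0% = DMSO wells with 35 nM protein and 100% = DMSO wells with 750 nM protein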
Target sequence (P20393 whole entry, looked up): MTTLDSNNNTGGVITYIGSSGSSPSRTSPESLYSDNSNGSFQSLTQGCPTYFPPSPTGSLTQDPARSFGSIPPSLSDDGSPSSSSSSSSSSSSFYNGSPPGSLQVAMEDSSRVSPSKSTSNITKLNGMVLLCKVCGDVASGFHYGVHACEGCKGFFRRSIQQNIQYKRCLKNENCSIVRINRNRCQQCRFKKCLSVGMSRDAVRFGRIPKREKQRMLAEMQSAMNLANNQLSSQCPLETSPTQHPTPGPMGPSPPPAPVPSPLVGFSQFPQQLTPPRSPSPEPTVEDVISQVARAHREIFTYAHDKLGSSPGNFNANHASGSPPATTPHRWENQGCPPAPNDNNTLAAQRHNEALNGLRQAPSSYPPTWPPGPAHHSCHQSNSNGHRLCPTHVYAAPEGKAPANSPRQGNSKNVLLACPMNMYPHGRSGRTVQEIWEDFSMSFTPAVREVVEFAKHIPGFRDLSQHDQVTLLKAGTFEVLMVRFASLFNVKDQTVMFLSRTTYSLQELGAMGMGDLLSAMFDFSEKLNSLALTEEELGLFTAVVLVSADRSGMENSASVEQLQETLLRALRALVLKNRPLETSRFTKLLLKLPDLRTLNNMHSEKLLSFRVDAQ
DAX1 inh-2 = inhibitors of human orphan nuclear receptor DAX1 (NR0B1); HEK293 Gal4-DAX1 luciferase reporter, luminescence; inhibition, % at 6.75 µM; 340,000 compounds, 0.99% hits; AID 504766;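 active = inhibition above the mean over all tested compounds plus 3 SD, cut at about 4.2% in these data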;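 also: 0% = DAX1-transfected cells with DMSO and 100% = empty-vector control cells with DMSO; inhibition shows as a rise in luminescence from relieved DAX1 repression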
Target sequence (P51843 207-470 limits assumed): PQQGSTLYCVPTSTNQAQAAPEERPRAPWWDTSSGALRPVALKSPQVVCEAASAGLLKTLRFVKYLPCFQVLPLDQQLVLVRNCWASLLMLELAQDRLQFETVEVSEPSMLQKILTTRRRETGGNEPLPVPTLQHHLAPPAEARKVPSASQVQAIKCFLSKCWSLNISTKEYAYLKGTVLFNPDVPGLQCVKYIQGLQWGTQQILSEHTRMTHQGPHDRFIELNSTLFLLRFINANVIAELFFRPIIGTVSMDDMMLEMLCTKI
PG9 binder = PG9 antibody binding by small molecule; 360,000 compounds, 0.43% hits; TR-FRET gp120-PG9 antibody binding; inhibition, % at 6.7 µM; in the data active = inhibition above about 8.5%
hgDAF12 agonist = hgDAF-12 agonism, primary luciferase screen; HEK293 GAL4-hgDAF12 UAS-luciferase reporter, agonist luminescence; normalized to butyrate control; activation, % at 6.8 µM; 370,000 compounds, 1.8% hits; AID 687014;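 active = activation above a cutoff set at the mean of all screened compounds plus 3 SD, cut at about 10% in these data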;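 also: 0% = DMSO wells and 100% = sodium butyrate wells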
ssDAF12 agonist = S. stercoralis DAF-12 activation, primary screen | HEK293 ssDAF-12/GRIP1 lit1-tk-luc reporter, luminescence; % of 3 µM dafachronic acid response | activation, % at 6.8 µM | 370,000 compounds, 1% hits;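 active = activation above the mean over all tested compounds plus 3 SD, cut at about 0.9% in these data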;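 also: 0% = DMSO-only wells and 100% = 3 µM delta7-dafachronic acid wells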
* hit, by the source's call; i = inactive; . = not tested or not shown.

SMILES	DAX1 inh-1	PLC-beta3 inh	GAA850 FXN act	sPLA2-III inh	hcDAF12 agonist	SMARCA2 act	NR1D1 modulator	DAX1 inh-2	PG9 binder	hgDAF12 agonist	ssDAF12 agonist
COc1ccccc1NC(=S)NNC(=O)c1nn(C)c(C)c1Cl	0.0	-2	5.0	34*	2.5	-3	-6	1.8	-0.7	5.6	-0.8
COc1cccc(NC(=O)CN(C)C(=O)c2ccccn2)c1	2.1	-7	0.4	13	1.0	-1	4	0.9	1.4	3.0	-1.1
Cc1cc2c(cc1[N+](=O)[O-])NC(CNC(C)C)CC2 (stereo not given)	1.3	-4	0.5	9	0.8	-1	-4	1.8	-2.0	-1.7	-0.7
C[C@H](NC(=O)c1nc[nH]c1C(=O)N(C)Cc1ccccc1)C(=O)OC(C)(C)C	-0.2	2	3.0	-5	-0.9	0	-3	0.9	0.4	0.5	-0.9
Cc1cc(C)cc(N(CC(=O)NC2CCCC2)C(=O)CNC(=O)c2cccs2)c1	-0.4	-7	-0.7	-2	-1.0	-3	1	-1.5	-1.6	-1.1	-1.2
CCN(C(=O)COC(=O)c1ccc2ccccc2c1)c1c(N)n(Cc2ccccc2)c(=O)[nH]c1=O	-0.1	2	-0.8	-3	-0.5	5	-3	-1.1	-1.9	-1.6	-0.5
Cc1ccc(-c2nn(-c3ccccc3)cc2/C=N/NC(=O)CSc2nnc(C)n2-c2ccccc2)cc1	0.4	2	4.2	-7	-1.1	-1	-3	0.7	-0.2	5.1	-1.2
Cc1nn(CCC(=O)NNC(=S)Nc2ccccc2)c(C)c1Br	-0.3	-1	-0.9	13	-1.1	3	0	-0.8	-1.0	2.8	-1.0
CC(C)CNC(=O)[C@H](Cc1ccccc1)NC(=O)c1cccs1	-0.1	-6	-0.9	3	-0.9	-3	5	2.1	0.9	0.1	-0.8
O=C(CCc1nnc2ccc(NCc3ccco3)nn12)Nc1ccccn1	0.6	-29	1.4	5	0.6	-1	2	0.5	-2.0	-0.4	-0.3
COc1ccccc1C(=O)NC(=O)COC(=O)C1(C)CC1(Cl)Cl (stereo not given)	0.0	1	-0.2	2	-0.2	-1	-3	1.9	0.7	-0.1	-1.1
O=C(/C=C/c1cccc([N+](=O)[O-])c1)Nc1ccc(NC(=O)c2cccs2)cc1	0.3	5	-3.3	-1	-1.0	2	-30	-1.3	-2.7	-2.3	-1.5
O=C(C1CCN(S(=O)(=O)c2c(Cl)cccc2Cl)CC1)N1CCCC1	0.1	-2	-0.5	5	-0.1	4	-4	-0.3	-1.3	1.4	-1.0
CN(c1ccccc1)S(=O)(=O)c1ccc(C(=O)OCC(=O)NCc2cccs2)cc1	0.1	-7	-0.2	4	-1.5	-2	0	2.9	-0.2	-0.9	-1.7
COc1ccc(OCC(=O)Nc2cccc3cccnc23)cc1	-0.3	0	-0.7	-17	-1.7	-3	-3	-1.1	1.1	-1.7	-1.3
Cc1ccnn1C(C)C(=O)O (stereo not given)	0.0	5	0.0	2	-1.4	-1	4	-0.3	-1.0	-0.5	-0.2
O=C(c1cc2ccccc2oc1=O)N(Cc1ccccc1)C1CCS(=O)(=O)C1 (stereo not given)	1.8	-1	3.3	1	4.2	0	4	0.4	-1.9	7.6	-0.1
Cc1ccc(C)c(S(=O)(=O)NCCC(=O)N2CCCC(C(N)=O)C2)c1 (stereo not given)	0.3	-3	-0.2	-2	-0.2	-2	0	0.3	1.8	-0.1	-1.3
Cc1ccc(Nc2nc(Nc3ccc(C)cc3)nc(SC3=NCCS3)n2)cc1	0.1	2	0.5	-2	-1.4	-1	-2	-1.1	2.2	1.4	-0.9
CCN1C(=NCCc2ccccn2)N[C@@H](c2cccc(F)c2)C(C(=O)OC)=C1C	-0.6	-1	-2.8	5	-0.7	0	-1	2.1	1.5	0.5	-0.7
O=c1[nH]c(CN2CCN(c3ccccc3O)CC2)nc2ccccc12	-0.1	-2	2.5	1	0.8	0	-3	-0.1	0.0	2.8	-0.3
COc1ccc(OC)c(-c2csc(NC(=O)Cc3ccccc3)n2)c1	-0.2	-8	-1.1	-15	-2.1	-2	-1	1.2	-1.1	1.8	-1.2
CC(C)=NOc1nc(N(C)C)nc(N2CCOCC2)n1	0.6	11*	0.1	10	-0.2	-7	0	.	-1.3	-0.2	-1.0
COc1ccccc1-n1c(SCC(=O)N2CCc3ccccc32)nc2c(c1=O)SCC2	-1.9	4	-2.1	6	4.1	0	3	-1.4	-0.7	-0.3	-0.4
CC(=O)C1=C(C)NC(C)=C(C(C)=O)C1c1cn(-c2ccccc2)nc1-c1cccs1	-0.9	-40	2.2	-2	-2.1	1	-3	0.0	-1.1	-2.3	-1.6
C=CCSc1nnc2c(n1)[nH]c1c(C)cccc12	0.7	-5	0.7	-1	0.8	2	.	-0.5	2.2	4.5	-1.2
O=C(CCCn1c(SCC(=O)NCCc2ccccc2)nc2ccccc2c1=O)NCC1CCCO1 (stereo not given)	0.1	-5	1.6	-1	-0.5	0	-6	-0.5	-1.9	-2.6	-1.9
CC(=O)Nc1ccc(S(=O)(=O)NCCc2csc(C)n2)cc1	-0.6	1	1.1	0	0.7	-1	4	0.3	-0.5	-0.8	-1.9
O=C(O)c1cscc1Cc1cccs1	-0.3	-3	1.1	13	-0.1	-2	1	1.1	1.8	-2.7	0.1
O=C(CNS(=O)(=O)c1ccccc1)NCC(=O)OCc1ccc(Br)cc1	-0.4	-2	-0.7	2	-0.7	-4	1	-0.2	1.1	-1.4	-0.9
O=C(/C=C(\O)c1ccccc1)C(=O)NNC(=O)c1ccccc1[N+](=O)[O-]	0.1	-1	1.1	-3	-0.9	2	-2	0.0	-0.6	1.8	-0.7
Cc1ccccc1Nc1nnc(C)c(=O)[nH]1	-0.4	0	0.5	2	0.1	-3	7	0.0	0.6	-0.3	-0.8
Cc1cc(C)nc(N(C#N)Cc2cccc3ccccc23)n1	-0.2	-5	0.5	-13	-2.5	-2	3	-0.8	1.5	-2.1	-1.1
Cc1cc(C)c(C)c(OCC(O)CN2CCN(c3ccccn3)CC2)c1 (stereo not given)	-0.8	-7	0.5	-7	-1.6	1	2	1.7	-2.8	-0.6	-1.2
COc1cc(NC(=O)CN2CCCCCC2)cc(OC)c1	0.3	-8	1.3	0	0.5	0	2	-2.0	-0.6	-0.5	-0.3
CC1CN(S(=O)(=O)c2cccc(C(=O)Nc3ccccc3N3CCCC3)c2)CC(C)O1 (stereo not given)	-4.3	-16	-2.8	10	-0.5	-2	6	-3.8	-1.7	-4.3	-1.3
CN(CCc1ccccc1)C(=O)c1cc(COc2cccc(C(F)(F)F)c2)on1	-0.4	-12	1.8	-6	4.2	-3	0	-0.2	-1.6	3.3	-0.7
Cc1cc(S(=O)(=O)N2CCCC2C(=O)N2CCOCC2)c(C)cc1Cl (stereo not given)	-0.1	3	-0.9	-3	-0.5	-4	-1	-0.5	-2.8	0.5	-1.4
O=C(CC1SC(N2CCCC2)=NC1=O)Nc1ccc(C(=O)NCCc2ccc(F)cc2)cc1 (stereo not given)	-4.0	-1	-0.4	1	-1.6	-1	-1	-0.3	1.9	-0.9	-1.0
COc1cc(C)ccc1OCc1cc(C(=O)N(C)CCCN2CCOCC2)no1	0.6	-5	3.5	-2	5.0	8	-3	1.8	0.1	10*	1.8*

Record cards (already shown). Screens in order: DAX1 inh-1, PLC-beta3 inh, GAA850 FXN act, sPLA2-III inh, hcDAF12 agonist, SMARCA2 act, NR1D1 modulator, DAX1 inh-2, PG9 binder, hgDAF12 agonist, ssDAF12 agonist
`O=C(CC1SC(N2CCCC2)=NC1=O)Nc1ccc(C(=O)NCCc2ccc(F)cc2)cc1` (stereo not given) is listed as -4.0, -1, -0.4, 1, -1.6, -1, -1, -0.3, 1.9, -0.9, -1.0
`CC1CN(S(=O)(=O)c2cccc(C(=O)Nc3ccccc3N3CCCC3)c2)CC(C)O1` (stereo not given) is listed as -4.3, -16, -2.8, 10, -0.5, -2, 6, -3.8, -1.7, -4.3, -1.3

Next part.
SMILES	DAX1 inh-1	PLC-beta3 inh	GAA850 FXN act	sPLA2-III inh	hcDAF12 agonist	SMARCA2 act	NR1D1 modulator	DAX1 inh-2	PG9 binder	hgDAF12 agonist	ssDAF12 agonist
O=C1CCCC(=O)N1CCCCCCN1C(=O)CCCC1=O	1.3	-1	-1.7	4	4.8	0	0	1.1	0.7	-0.9	0.0
O=c1c(O)c(-c2ccc3c(c2)OCO3)oc2ccccc12	1.1	i	2.8	0	-1.2	2	-4	0.1	-5.9	0.3	-0.8
O=C(COC(=O)COc1cccc(C(F)(F)F)c1)NC1CCCC1	-0.7	4	-0.8	4	-0.2	6	2	-0.8	-0.9	-0.2	-0.4
CSCCC1Nc2ccc(S(=O)(=O)N3CCOCC3)cc2NC1=O (stereo not given)	0.9	-9	2.9	-14	-0.5	-1	9	-0.8	-1.1	-0.1	-1.7
CN(CC(=O)Nc1ccccc1Cl)C(=O)c1cc(-c2cccs2)nn1-c1ccccc1	0.1	0	-1.4	-4	1.8	4	1	-0.4	-1.6	1.6	-0.4
COC(=O)[C@H]1C[C@H]2[C@@H]3CC[C@H]4C[C@@H](OC)CC[C@]4(C)[C@H]3CC[C@]2(C)[C@@]2(CCCO2)O1	-0.7	1	-0.1	-3	0.5	0	7	-1.3	1.1	1.3	-0.9
Cc1ccc(C(=O)NC2CCN(C(=O)NCc3ccccc3)CC2)cc1	0.4	-4	1.7	0	-0.6	0	0	-0.4	-2.3	0.3	-1.3
O=C(N/N=C/c1ccc[nH]1)c1ccccc1O	3.1	-30	3.9	16	4.4	7	6	0.3	1.7	6.9	-0.1
O=C(O)CCCCCCNS(=O)(=O)c1ccccc1	0.2	2	-2.8	-3	-0.5	1	2	-0.5	1.9	-0.1	-1.3
O=C(CN1CCC(NC(=O)c2ccccc2F)CC1)NCc1ccc(F)cc1	-1.7	0	0.4	5	-1.3	-4	-3	0.7	2.3	-2.3	-1.5
Cc1ccc(C(=O)CSc2nc3ccccc3c(=O)[nH]2)cc1	-0.2	2	1.5	-44	0.5	9.6*	-2	1.4	-2.8	-0.1	0.3
CC(C)(C)C(=O)NC(=S)Nc1sc2c(c1C(N)=O)CCC2	0.5	-6	1.5	7	1.8	0	-4	0.8	0.7	7.4	-0.7
O=C(CCNS(=O)(=O)c1ccc2ccccc2c1)NCCOc1ccccc1	0.0	-10	0.1	-31	-1.3	-1	-2	0.5	0.9	1.1	-1.0
CCOC(=O)c1cn2nc(-c3ccc(OCC)cc3)cc2nc1C1CCN(C(=O)OC(C)(C)C)CC1	-0.4	-1	-1.3	-3	-1.4	-2	7	1.5	-0.7	0.1	-0.7
Cc1c(OC(C)C(=O)NCc2ccccn2)ccc2c3c(c(=O)oc12)CCCC3 (stereo not given)	-2.1	-23	0.6	-5	-4.3	2	0	0.0	-0.5	-0.2	-1.8
O=C(Nc1nc2c(s1)CN(Cc1ccccc1)CC2)C1CCC1	3.0	-20	0.1	-6	4.0	1	-3	0.1	-1.2	5.8	-0.6
Nc1c(C(=O)NC2CCCC2)c2nc3ccccc3nc2n1N	-0.3	-28	1.0	0	4.4	1	3	0.9	-1.2	0.9	-0.2
CCCCNC(=O)C1(C)CCCCN1CC(=O)c1ccc(OC)cc1 (stereo not given)	-0.1	-10	-2.0	9	0.3	-1	-3	.	1.1	-0.9	-0.9
